Source: PubChem
EBV LMP1 NFkB: Epstein-Barr LMP1 NF-kappaB reporter inhibition; LMP1-induced NF-kappaB luciferase reporter cells, luminescence; inhibition, % at 12.5 µM; 0.69% of 350,000 active; AID 504558; in the data active = inhibition above about 41%; inconclusive = no clear call, values can overlap the other calls;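 also: 0% = neutral control wells and 100% = reference inhibitor control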
TROY signal inh: TROY signaling inhibition; inhibition, % at 10 µM; 0.98% of 360,000 active; Q293 LMP1-TROYcd NF-kB luciferase reporter, 4 h;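 active = compounds whose plate-normalised and pattern-corrected inhibition of the luciferase reporter signal at the single screening dose is 50% or more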
NCOA2 inhibitor: human SRC2 (NCOA2) inhibition. AID 651957. inhibition, % at 9 µM. 0.17% of 370,000 active. HEK293 GAL4-SRC2 luciferase reporter, luminescence. Q15596;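 active = inhibition above the mean inhibition of all tested compounds plus 3 SD, set per campaign, cut at about 52% in these data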;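 also: 0% = DMSO treated cells and 100% = cells given Gossypol at 36 µM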
LRH-1 inv ag: inverse agonists of human LRH-1 (NR5A2); O00482; HEK293T StAR-luciferase reporter, LRH-1 transfected, 24 h; inhibition, % at 3.6 µM; 0.13% of 360,000 active; AID 602396;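 active = inhibition above the mean inhibition of all tested compounds plus 3 SD, cut at about 73% in these data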;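 also: 0% = DMSO wells and 100% = reporter-only cells lacking LRH-1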
Vif inh: inhibitors of HIV Vif | AID 602346 | HEK293T cells, Vif self-association by quenched fluorescence, imaging, 24 h | inhibition, % at 7.49 µM | 0.35% of 340,000 active; in the data active = inhibition above about 50%, passing the limit was not always enough; inconclusive = no clear call, values can overlap the other calls; inactive = below about 31%; also: some results filed as inactive read as strong as hits
SRC1 inh: human NCOA1 inhibition; 0.12% of 360,000 active; inhibition, % at 3.6 µM; HEK293 GAL4-SRC1 luciferase reporter, luminescence; Q15788; AID 588354;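 active = inhibition above the campaign mean plus 3 SD, with each screening campaign given its own cutoff, cut at about 60% in these data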;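 also: 0% = DMSO treated cells and 100% = gossypol at 36 µM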
SRC3 inh: human NCOA3 inhibition | HEK293 GAL4-SRC3 luciferase reporter, luminescence | Q9Y6Q9 | inhibition, % at 3.6 µM | 0.17% of 360,000 active | AID 588352;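 active = inhibition above a per-campaign cutoff, the mean of all compounds plus 3 SD, cut at about 60% in these data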;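 also: 0% = DMSO-treated cells and 100% = gossypol-treated cells at 36 µM; higher means less SRC3-driven luciferase light from the GAL4 reporter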
C8 TRAIL sens: sensitizes caspase-8 expressing cells to TRAIL; 1% of 360,000 active; inhibition (viability loss, TRAIL sensitization), % at 10 µM; NB7+C8 cells + TRAIL, ATPlite viability luminescence; AID 624354;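 active = compounds causing at least 50% loss of cell viability in the single-dose screen, relative to plate controls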
TLR9-MyD88 inh: TLR9-MyD88 interaction inhibition; CHO BLA complementation TLR9-MyD88, CCF4 FRET ratio; inhibition, % at 4.98 µM; 0.21% of 340,000 active; AID 504734;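 active = inhibition above the mean over all tested compounds plus 3 SD, cut at about 21% in these data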;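 also: 0% = DMSO only wells and 100% = clavulanate BLA inhibitor control wells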
COUP-TFII inh: inhibitors of human COUP-TFII (NR2F2). P24468. HEK293T NGFI-A luciferase reporter, luminescence. inhibition, % at 8.6 µM. 0.7% of 370,000 active. AID 686940;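 active = inhibition above a per-plate cutoff, mean inhibition of test wells between control levels plus 3 SD, cut at about 38% in these data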;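 also: cells cotransfected with COUP-TFII expression vector driving the NGFI-A reporter; 0% = median of COUP-TF2 test wells and 100% = reporter-only cells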
Target sequence (P24468 whole entry, looked up): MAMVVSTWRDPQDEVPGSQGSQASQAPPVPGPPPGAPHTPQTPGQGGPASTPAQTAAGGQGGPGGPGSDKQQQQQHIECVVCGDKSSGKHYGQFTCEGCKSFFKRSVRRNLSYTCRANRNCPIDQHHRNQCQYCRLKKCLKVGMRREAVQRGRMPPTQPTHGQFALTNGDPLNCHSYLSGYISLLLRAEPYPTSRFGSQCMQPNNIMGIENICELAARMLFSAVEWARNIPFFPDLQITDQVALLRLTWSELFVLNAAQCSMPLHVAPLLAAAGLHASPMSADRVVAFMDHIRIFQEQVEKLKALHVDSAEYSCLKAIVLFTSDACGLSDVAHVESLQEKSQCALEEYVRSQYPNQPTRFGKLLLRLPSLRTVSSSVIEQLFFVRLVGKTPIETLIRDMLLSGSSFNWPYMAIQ
NOD2-RIPK2 inh: NOD2-RIPK2 protein interaction inhibition | O43353 | CHO BLA complementation NOD2-RIPK2, CCF4 ratio | inhibition, % at 4.98 µM | 0.38% of 360,000 active | AID 624267; in the data active = inhibition above about 21%;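 also: 0% = vehicle only and 100% = reference blocker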
Target sequence (O43353 whole entry, looked up): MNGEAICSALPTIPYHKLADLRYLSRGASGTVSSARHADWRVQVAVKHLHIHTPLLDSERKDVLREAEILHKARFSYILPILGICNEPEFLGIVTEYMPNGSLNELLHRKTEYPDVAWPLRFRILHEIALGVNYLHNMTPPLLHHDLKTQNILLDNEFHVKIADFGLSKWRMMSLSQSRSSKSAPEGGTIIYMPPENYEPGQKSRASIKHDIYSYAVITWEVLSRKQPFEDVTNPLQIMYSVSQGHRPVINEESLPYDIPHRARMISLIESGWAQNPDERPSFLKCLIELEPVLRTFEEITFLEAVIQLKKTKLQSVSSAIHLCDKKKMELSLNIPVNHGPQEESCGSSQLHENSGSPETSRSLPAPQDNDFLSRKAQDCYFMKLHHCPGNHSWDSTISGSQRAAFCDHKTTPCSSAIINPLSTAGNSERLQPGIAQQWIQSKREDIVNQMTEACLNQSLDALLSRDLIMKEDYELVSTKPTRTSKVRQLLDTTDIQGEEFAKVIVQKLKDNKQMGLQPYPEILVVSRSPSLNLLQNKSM
Numbers without * were called inactive. Only part of the results is shown. The share of hits here may be higher or lower than overall.

Results for COc1ccc(C(=O)N2CCOC2CNC(=O)C(=O)NCc2ccc(Cl)cc2)cc1 (stereo not drawn) ?
EBV LMP1 NFkB: -2; TROY signal inh: -12; NCOA2 inhibitor: -16; LRH-1 inv ag: 0; Vif inh: 10; SRC1 inh: -6; SRC3 inh: 4; C8 TRAIL sens: -11; TLR9-MyD88 inh: -7; COUP-TFII inh: 3; NOD2-RIPK2 inh: -6

Results for COc1ccc2[nH]c(C(=O)NCCCN3CCCC3=O)c(C)c2c1 ?
EBV LMP1 NFkB: -6; TROY signal inh: -23; NCOA2 inhibitor: -7; LRH-1 inv ag: -32; Vif inh: 4; SRC1 inh: -4; SRC3 inh: -3; C8 TRAIL sens: 27; TLR9-MyD88 inh: 2; COUP-TFII inh: -15; NOD2-RIPK2 inh: -8

Results for O=S(=O)(c1ccc(NC(=S)NCCC(c2ccccc2)c2ccccc2)cc1)N1CCOCC1 ?
EBV LMP1 NFkB: -7; TROY signal inh: 39; NCOA2 inhibitor: 16; LRH-1 inv ag: 8; Vif inh: -18; SRC1 inh: 23; SRC3 inh: 14; C8 TRAIL sens: 6; TLR9-MyD88 inh: -8; COUP-TFII inh: 4; NOD2-RIPK2 inh: -11

What do the screens show for `O=C(Cc1csc(NC(=O)Nc2cccc(Cl)c2)n1)NCc1cccnc1`?
EBV LMP1 NFkB: -14; TROY signal inh: -18; NCOA2 inhibitor: -2; LRH-1 inv ag: -7; Vif inh: inconclusive; SRC1 inh: -21; SRC3 inh: -4; C8 TRAIL sens: 4; TLR9-MyD88 inh: 0; COUP-TFII inh: -8; NOD2-RIPK2 inh: 1

Results for COC(=O)CCCCCCCCCCN1CCCCC1 ?
EBV LMP1 NFkB: -3; TROY signal inh: 0; NCOA2 inhibitor: -1; LRH-1 inv ag: 2; Vif inh: 2; SRC1 inh: -16; SRC3 inh: 15; C8 TRAIL sens: 4; TLR9-MyD88 inh: -9; COUP-TFII inh: -5; NOD2-RIPK2 inh: -2

What do the screens show for `Cc1nn(CC(=O)NCCc2ccccc2)c(=O)c2cccn12`?
EBV LMP1 NFkB: -2; TROY signal inh: -4; NCOA2 inhibitor: -2; LRH-1 inv ag: -25; Vif inh: 1; SRC1 inh: -26; SRC3 inh: -13; C8 TRAIL sens: 9; TLR9-MyD88 inh: 2; COUP-TFII inh: -9; NOD2-RIPK2 inh: 13

How did CCOc1ccc(CC(=O)C2=C(N3CCOCC3)CC(C)(C)CC2=O)cc1OCC do in these assays?
EBV LMP1 NFkB: 1; TROY signal inh: -12; NCOA2 inhibitor: -7; LRH-1 inv ag: -16; Vif inh: 4; SRC1 inh: 8; SRC3 inh: 15; C8 TRAIL sens: -5; TLR9-MyD88 inh: -17; COUP-TFII inh: -13; NOD2-RIPK2 inh: -15

Results for NCCC(=O)NCCc1cnc[nH]1 ?
EBV LMP1 NFkB: -2; TROY signal inh: -21; NCOA2 inhibitor: 10; LRH-1 inv ag: 27; Vif inh: 2; SRC1 inh: 8; SRC3 inh: -4; C8 TRAIL sens: -4; TLR9-MyD88 inh: -7; COUP-TFII inh: 2; NOD2-RIPK2 inh: -4

What do the screens show for `O=C(O)C1CC1C(=O)Nc1nc2c(Cl)cccc2s1` (stereo not drawn)?
EBV LMP1 NFkB: -3; TROY signal inh: 0; NCOA2 inhibitor: -18; LRH-1 inv ag: -12; Vif inh: -12; SRC1 inh: -5; SRC3 inh: -3; C8 TRAIL sens: -3; TLR9-MyD88 inh: -6; COUP-TFII inh: 4; NOD2-RIPK2 inh: -12

How did C/C(=C(\C#N)C(=O)NCCCN1CCOCC1)N(C)C do in these assays?
EBV LMP1 NFkB: -2; TROY signal inh: 19; NCOA2 inhibitor: -9; LRH-1 inv ag: -11; Vif inh: -1; SRC1 inh: -4; SRC3 inh: -3; C8 TRAIL sens: -1; TLR9-MyD88 inh: -13; COUP-TFII inh: -3; NOD2-RIPK2 inh: 6

Results for COc1ccc(C(=O)C2CCCN(Cc3ccc(C#CCCO)cc3)C2)cc1F (stereo not drawn) ?
EBV LMP1 NFkB: 1; TROY signal inh: 8; NCOA2 inhibitor: 0; LRH-1 inv ag: 20; Vif inh: -6; SRC1 inh: -16; SRC3 inh: 24; C8 TRAIL sens: 9; TLR9-MyD88 inh: 16; COUP-TFII inh: 19; NOD2-RIPK2 inh: -1

How did COCCN(Cc1cccs1)S(=O)(=O)c1csc(C(N)=O)c1 do in these assays?
EBV LMP1 NFkB: 2; TROY signal inh: 4; NCOA2 inhibitor: -51; LRH-1 inv ag: 6; Vif inh: -4; SRC1 inh: -10; SRC3 inh: 5; C8 TRAIL sens: -1; TLR9-MyD88 inh: -3; COUP-TFII inh: 14; NOD2-RIPK2 inh: 0

What do the screens show for `Cn1c(N)c(Br)c(-c2ccc(F)cc2)c(C#N)c1=O`?
EBV LMP1 NFkB: -4; TROY signal inh: -10; NCOA2 inhibitor: -29; LRH-1 inv ag: -11; Vif inh: 0; SRC1 inh: -11; SRC3 inh: -2; C8 TRAIL sens: 4; TLR9-MyD88 inh: -3; COUP-TFII inh: -10; NOD2-RIPK2 inh: -19

What do the screens show for `Cc1ccc(C)c(Nc2nc3ccc(C)cc3n3cnnc23)c1`?
EBV LMP1 NFkB: 8; TROY signal inh: -7; NCOA2 inhibitor: -46; LRH-1 inv ag: 20; Vif inh: 3; SRC1 inh: 2; SRC3 inh: -2; C8 TRAIL sens: -1; TLR9-MyD88 inh: -5; COUP-TFII inh: -8; NOD2-RIPK2 inh: -4

How did CCOc1cc(NC(=S)NCCCN2CCOCC2)c(OCC)cc1NC(=O)c1ccc(OC)cc1 do in these assays?
EBV LMP1 NFkB: 3; TROY signal inh: 2; NCOA2 inhibitor: -7; LRH-1 inv ag: -11; Vif inh: 0; SRC1 inh: 2; SRC3 inh: -3; C8 TRAIL sens: -4; TLR9-MyD88 inh: 0; COUP-TFII inh: 6; NOD2-RIPK2 inh: -3

What do the screens show for `CN(C)C(=O)c1cc(Br)ccc1Cl`?
EBV LMP1 NFkB: 2; TROY signal inh: 7; NCOA2 inhibitor: -6; LRH-1 inv ag: 26; Vif inh: 102*; SRC1 inh: -8; SRC3 inh: 7; C8 TRAIL sens: 1; TLR9-MyD88 inh: -7; COUP-TFII inh: -6; NOD2-RIPK2 inh: 1

How did COc1ccc2[nH]c(C)c(C(=O)CN3CC(C)OC(C)C3)c2c1 (stereo not drawn) do in these assays?
EBV LMP1 NFkB: -4; TROY signal inh: 4; NCOA2 inhibitor: -24; LRH-1 inv ag: 17; SRC1 inh: 4; SRC3 inh: 11; C8 TRAIL sens: 13; TLR9-MyD88 inh: -11; COUP-TFII inh: 7; NOD2-RIPK2 inh: -4

Results for COc1ccc(C(C)C)cc1S(=O)(=O)N1CCC(C(=O)NCc2cccnc2)CC1 ?
EBV LMP1 NFkB: -1; TROY signal inh: -6; NCOA2 inhibitor: 1; LRH-1 inv ag: 13; Vif inh: -21; SRC1 inh: -7; SRC3 inh: -22; C8 TRAIL sens: -12; TLR9-MyD88 inh: -4; COUP-TFII inh: -12; NOD2-RIPK2 inh: -12

What do the screens show for `C=C[C@]1(C)C=C2CCC3[C@](C)(CCC[C@@]3(C)C(=O)O)C2CC1` (stereo partly drawn)?
EBV LMP1 NFkB: 8; TROY signal inh: 25; LRH-1 inv ag: 14; Vif inh: -2; SRC1 inh: -6; SRC3 inh: 12; C8 TRAIL sens: 0; TLR9-MyD88 inh: 2; NOD2-RIPK2 inh: 3

What do the screens show for `O=C(N/N=C/c1ccc[nH]1)c1c[nH]c2ccccc12`?
EBV LMP1 NFkB: -6; TROY signal inh: -51; NCOA2 inhibitor: -57; LRH-1 inv ag: 1; Vif inh: 2; SRC1 inh: -3; SRC3 inh: 12; C8 TRAIL sens: 78*; TLR9-MyD88 inh: -8; COUP-TFII inh: 3; NOD2-RIPK2 inh: -14

What do the screens show for `COc1ccc(C(C#N)=Cc2ccccc2OC)cc1`?
EBV LMP1 NFkB: 0; TROY signal inh: 0; NCOA2 inhibitor: 19; LRH-1 inv ag: 10; Vif inh: 8; SRC1 inh: 5; SRC3 inh: -5; C8 TRAIL sens: 11; TLR9-MyD88 inh: -3; COUP-TFII inh: 4; NOD2-RIPK2 inh: 4

How did Cc1ccccc1NC(=O)Cn1c(=O)n(-c2ccc(CC(=O)NCC3CCCO3)cc2)c(=O)c2ccccc21 (stereo not drawn) do in these assays?
EBV LMP1 NFkB: -1; TROY signal inh: -6; NCOA2 inhibitor: 1; LRH-1 inv ag: -7; Vif inh: -2; SRC1 inh: 0; SRC3 inh: 12; C8 TRAIL sens: 11; TLR9-MyD88 inh: 4; COUP-TFII inh: 18; NOD2-RIPK2 inh: -4

Results for COc1ccc(/C=C2\C(=O)NC(=S)N2C(=O)c2ccc(C)cc2)cc1 ?
EBV LMP1 NFkB: -10; TROY signal inh: -37; NCOA2 inhibitor: -41; LRH-1 inv ag: -6; Vif inh: 20; SRC1 inh: -10; SRC3 inh: 6; C8 TRAIL sens: -4; TLR9-MyD88 inh: 3; COUP-TFII inh: -18; NOD2-RIPK2 inh: 0

What do the screens show for `Cc1nc(Sc2cccn2C)c(C(F)(F)F)c(=O)[nH]1`?
EBV LMP1 NFkB: -45; TROY signal inh: -3; NCOA2 inhibitor: -11; LRH-1 inv ag: 3; Vif inh: 2; SRC1 inh: -2; SRC3 inh: 0; C8 TRAIL sens: -11; TLR9-MyD88 inh: -2; COUP-TFII inh: 12; NOD2-RIPK2 inh: -7

Results for Cc1ccc(N/C=C2\C(=O)N(c3ccc(F)cc3F)C(c3cccnc3)S2(=O)=O)cc1 (stereo not drawn) ?
EBV LMP1 NFkB: -4; TROY signal inh: -13; NCOA2 inhibitor: 1; LRH-1 inv ag: 4; Vif inh: -4; SRC1 inh: 15; SRC3 inh: 12; C8 TRAIL sens: -12; TLR9-MyD88 inh: -3; COUP-TFII inh: 5; NOD2-RIPK2 inh: -5

Results for COc1cccc(CNC(=O)c2ccccc2N)c1 ?
EBV LMP1 NFkB: -3; TROY signal inh: -15; NCOA2 inhibitor: -41; LRH-1 inv ag: 22; Vif inh: 6; SRC1 inh: -11; SRC3 inh: 14; C8 TRAIL sens: -6; TLR9-MyD88 inh: 12; COUP-TFII inh: -3; NOD2-RIPK2 inh: 6

In the list so far, these have bromine:
What do the screens show for `Cn1c(N)c(Br)c(-c2ccc(F)cc2)c(C#N)c1=O`?
EBV LMP1 NFkB: -4; TROY signal inh: -10; NCOA2 inhibitor: -29; LRH-1 inv ag: -11; Vif inh: 0; SRC1 inh: -11; SRC3 inh: -2; C8 TRAIL sens: 4; TLR9-MyD88 inh: -3; COUP-TFII inh: -10; NOD2-RIPK2 inh: -19

What do the screens show for `CN(C)C(=O)c1cc(Br)ccc1Cl`?
EBV LMP1 NFkB: 2; TROY signal inh: 7; NCOA2 inhibitor: -6; LRH-1 inv ag: 26; Vif inh: 102*; SRC1 inh: -8; SRC3 inh: 7; C8 TRAIL sens: 1; TLR9-MyD88 inh: -7; COUP-TFII inh: -6; NOD2-RIPK2 inh: 1
